# Source: PubChem
# A-T KAP1 phos = qHTS Assay for Identifying a Potential Treatment of Ataxia-Telangiectasia; […] A-T fibroblasts, KAP-1 phosphorylation AlphaLISA; neocarzinostatin DNA damage 30 min before lysis; Potency, µM (titrated, usually from 57.5 µM), without a hit: at the highest dose activation, usual class: activators; 0.19% of 320,000 active; note: potency is the fitted concentration of half-maximal effect; % of control where 0% means no effect; nearly all actives have a fitted effect of over 45% in size
#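 ATM-like activity read as KAP-1 phosphorylation via AlphaLISA donor/acceptor antibody pairs after lysis and 6 hr at 25C. Cells were ATM-null patient fibroblasts ([…], hTERT), dosed 60 min, then exposed to the DSB inducer NCS for 30 min.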
# hERG WT inh = qHTS for Inhibitors of KCHN2 3.1: Wildtype qHTS; activity change, % at 1.84 µM; Voltage-gated inwardly rectifying potassium channel KCNH2 (Homo sapiens), Q12809; AID 720551, 2013; U2OS, BacMam KCNH2, thallium flux FluxOr; active compounds read low; 0.37% of 340,000 active;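 active = maximum activity change below -70%; inconclusive = maximum activity change between -70% and -50%; inactive = maximum activity change above -50%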; note: % is set by controls: 0 for no effect and ±100 for the full control effect
#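 U2OS cells were transduced with wild-type KCNH2 virus (2.03 x 10^8 / mL) for 4 h at room temperature, then cultured overnight at 37 C. Thallium flux was read with FluxOr dye. Rate constants were normalized to DMSO controls.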
# TRPV1 agonist = HTS Assay for Compounds that Act as Agonists of the Vanilloid Receptor 1. activation, % at 8.33 µM. 0.19% of 320,000 active. Transient receptor potential cation channel subfamily V member 1 (Homo sapiens), Q8NER1. TRPV1-expressing cells, Fluo-8 calcium influx, agonist mode. AID 540275, 2011; in the data active = activation above about 80%; inconclusive = between about 30% and that limit; note: 0% is about no effect
#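 TRPV1-expressing cells were cultured overnight at 35.5C and loaded with Fluo-8 calcium dye for 40 to 90 min at room temperature. After a 10 s baseline, compound was added and calcium influx was read kinetically for 3 min (ex 480/em 520 nm).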
# TCR activator = Activators of T cell receptors: qHTS campaign; primary human leukocytes, anti-CD3, IL-2 HTRF, 48 h; Potency, µM (titrated, usually from 9.22 µM), for the others: at the highest dose activation of IL-2 secretion, usual class: activators; 330,000 tested, under 10 active; note: % of control where 0% means no effect
#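 Primary human leukocytes receive a-CD3 beads and test compound and are incubated 48 hr. Secreted IL-2 is then assayed by HTRF, measuring 665nm acceptor emission after 320nm excitation of the europium donor.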
# USP2a block = qHTS Assay for Inhibitors of Ubiquitin-specific Protease USP2a Using CHOP2 as the Reporter. Ubiquitin carboxyl-terminal hydrolase 2 (Homo sapiens), O75604. USP2 core, Ub-CHOP2 coupled fluorogenic reporter, 485/531. Potency, µM (top dose mostly 38.3 µM), without a hit: at the top dose activity change, negative = inhibition, usual class: inhibitors. 0.01% of 330,000 active;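 note: potency is the fitted concentration of half-maximal effect; plate controls were DMSO wells for no effect and full inhibition by NEM control for full effect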
# Target sequence (O75604 whole entry, looked up): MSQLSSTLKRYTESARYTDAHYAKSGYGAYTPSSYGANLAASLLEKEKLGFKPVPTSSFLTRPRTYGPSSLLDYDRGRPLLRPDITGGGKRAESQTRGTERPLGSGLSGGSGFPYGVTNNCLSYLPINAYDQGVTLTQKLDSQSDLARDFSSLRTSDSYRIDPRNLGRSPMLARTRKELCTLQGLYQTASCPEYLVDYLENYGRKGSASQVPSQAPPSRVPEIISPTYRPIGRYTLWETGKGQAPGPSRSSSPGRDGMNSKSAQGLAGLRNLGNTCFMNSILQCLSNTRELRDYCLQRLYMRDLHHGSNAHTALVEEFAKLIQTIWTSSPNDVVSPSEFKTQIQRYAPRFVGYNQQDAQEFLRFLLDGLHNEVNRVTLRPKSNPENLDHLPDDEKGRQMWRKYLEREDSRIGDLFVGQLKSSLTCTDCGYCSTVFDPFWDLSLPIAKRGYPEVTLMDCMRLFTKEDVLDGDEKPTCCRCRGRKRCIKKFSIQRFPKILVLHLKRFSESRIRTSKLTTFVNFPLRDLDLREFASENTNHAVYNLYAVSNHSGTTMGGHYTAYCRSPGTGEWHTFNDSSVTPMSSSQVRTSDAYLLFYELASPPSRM
#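 Deubiquitinase activity read as fluorescence (485/531 nm) after Ub-CHOP2 cleavage activates the enterokinase reporter on its substrate; USP2 core 10nM, Ub-CHOP2 and substrate 25nM each, 30min compound preincubation then 60min RT; data normalized to NEM, curves fitted.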
# ELG1 DNA repair = qHTS screen for small molecules that inhibit ELG1-dependent DNA repair in human embryonic kidney (HEK293T) cells expressing luciferase-tagged ELG1 | 2.3% of 330,000 active | Potency, µM (top dose mostly 46.1 µM), without a hit: top-dose activity change, negative = inhibition, usual class: inhibitors | AID 504467, 2011 | HEK293T ELG1-luciferase reporter, luminescence, 16 h; DNA damage induced by 5-fluorouridine; note: potency is the fitted concentration of half-maximal effect; % is set by controls: 0 for no effect and ±100 for the full control effect; nearly all actives have a fitted effect of over 55% in size
#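 Quantitative HTS, concentration-response format. 2,000 cells/well co-treated with 5-fluorouridine and compound, 16 hr in 5% CO2 at 37 °C; ONE-Glo luminescence read after 30 min.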
# TSHR antagonist = Antagonists of the Thyroid Stimulating Hormone Receptor: HTS campaign; 0.2% of 330,000 active; Thyrotropin receptor (Homo sapiens), P16473; activity change, negative = inhibition, % at 11.5 µM; TSHR-expressing cells, TSH-stimulated cAMP HTRF, 2 h; active compounds read low;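 active = activity change below a set negative limit, meaning inhibition stronger than a set level, cut at about -70% in these data; inconclusive = activity change between two set negative limits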; note: % is set by controls: 0 for no effect and ±100 for the full control effect
#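 Cell-based HTRF cAMP assay; TSHR cells + compound, TSH EC80 (4nM final), 2 h, 37 deg C. Lysis with anti-cAMP cryptate and cAMP-d2, 30 min RT, read 665/620 nm.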
# Mito fusion act = qHTS Assay for Small Molecule Inhibitors of Mitochondrial Division or Activators of Mitochondrial Fusion; S. cerevisiae fusion-defective mutant growth rescue, CellTiterGlo 48 h; Potency, µM (series often up to 46.1 µM), for the others: top-dose growth rescue (activation), actives largely listed as activators; 0.23% of 320,000 active; AID 485298, 2010;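 note: potency is the fitted concentration of half-maximal effect; % of control where 0% means no effect; nearly all actives have a fitted effect of over 45% in size; temperature-sensitive fusion mutants such as fzo1-1 at 37 °C on non-fermentable ethanol glycerol medium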
#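 Temperature-sensitive fusion-defective S. cerevisiae (e.g. fzo1-1, mgm1-5) were grown with compound in YPEG medium (3% ethanol, 3% glycerol) for 48 hours at 37C. Growth rescue was measured as viability by CellTiterGlo luminescence after 10 minutes at ambient.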
# Eya2 phos inh = qHTS Assay for Inhibitors of the Phosphatase Activity of Eya2; AID 488837, 2010; Protein phosphatase EYA2 (Homo sapiens), O00167; Potency, µM (top dose mostly 76.9 µM), for inactives: top-dose activity, negative = inhibition, actives largely listed as inhibitors; 0.006% of 330,000 active; recombinant Eya2, OMFP fluorescence dephosphorylation (OMFP is methylfluorescein phosphate); note: potency is the fitted concentration of half-maximal effect; % is set by controls: 0 for no effect and ±100 for the full control effect
#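 Eya2 (0.2 uM) preincubated 10 min at ambient with compound, then OMFP substrate added at 50 uM; 10 min reaction in 50 mM HEPES pH 7.5, 50 mM NaCl, 5 uM MgCl2, 0.05% BSA, 1 mM DTT. Fluorescence read at Ex 485/Em 525 nm.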
# KCNH2 3.1 block = qHTS for Inhibitors of KCHN2 3.1: Mutant qHTS. Potassium voltage-gated channel subfamily H member 2, brain isoform KCNH2 3.1 (human). 0.95% of 340,000 active. U2OS KCNH2 3.1, thallium flux FluxOr; active compounds read low. AID 720553, 2013. activity change, % (tested at about 1.8 µM);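 active = maximum activity change below -70%; inconclusive = maximum activity change from -70% to -50%; inactive = maximum activity change above -50%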;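 note: thallium influx rate constant from kinetic fluorescence after stimulation buffer; % is set by controls: 0 for no effect and ±100 for the full control effect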
#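 Measured as rate of thallium-driven FluxOr signal in transduced U2OS cells carrying the 3.1 channel, read kinetically for 2 min upon stimulation; values are rate constants scaled to DMSO control wells.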
# Starred values were filed as active, the others as inactive; ? = inconclusive; . = no result given; + = active, no number; & = joins results of further samples; [ ] = another dose, or the depositor's remark. Unless noted, calls come from the whole dose curve; as a rule, active = well fitted curve in the direction sought with a large enough effect; inconclusive = small, poorly fitted or top-dose-only effect, or another doubt; inactive = no such curve, though single readings can be large; an effect the other way counts as inactive or inconclusive. Not all compounds are listed, so the mix of outcomes need not match the whole.
SMILES,A-T KAP1 phos,hERG WT inh,TRPV1 agonist,TCR activator,USP2a block,ELG1 DNA repair,TSHR antagonist,Mito fusion act,Eya2 phos inh,KCNH2 3.1 block
CS(=O)(=O)N(CCc1ccccc1)CC(=O)NCc1ccco1,-3%,6,-1,-154%,0%,-3%,-5,2%,8%,6
O=C(NC1CCN(S(=O)(=O)c2ccccc2C(F)(F)F)CC1)c1ccco1,0%,2,-4,-4%,0%,?,9,-1%,1%,-10
COc1ccc(NC(=O)c2ccc3c(c2)C(=O)N(Cc2cccnc2)C3=O)c(OC)c1,3%,3,1,3%[46.1 µM],1%,-2%,-5,-5%,8%,14
O=C(c1ccccc1F)n1c2c(c3ccccc31)CCCC2,-2%,9,4,-4%,1%,?,-5,-28%,-4%,2
COC(=O)[C@H](C)NC(=O)NC(C)CCc1ccccc1 (stereo partly drawn),5%,-8,8,.,-1%,9%,5,0%,19%,-2
CC(=O)c1c(C)[nH]c(C(=O)N2CCN(S(=O)(=O)c3ccc(F)c(F)c3)CC2)c1C,0%,-1,11,-6%,-1%,8%,-1,3%,3%,-4
CC(=O)NC(C)C(=O)OCC(=O)Nc1ccc(Br)cc1 (stereo not drawn),.,3,-6,-2%,3%,27%,12,-1%,0%,-2
Cc1onc(NC(=O)NC(=O)c2c(Cl)cccc2Cl)c1Br,4%,?,23,-6%,1%,5%,-6,2%,0%,0
CCOC(=O)N1CCN(C(=O)COc2cc(C)c(Cl)c(C)c2)CC1,-6%,-2,2,-1%,-2%,-3%,-8,-11%,-4%,-20
CC(=O)N/C(=C\c1ccccc1)C(=O)NCC(=O)O,0%,13,-3,0%[46.1 µM],7%,13%,-9,-13%,8%,.
Cc1ccc(OCC(=O)N/N=C/c2cccc3cccnc23)cc1,7%,-21,-2,-4%,-4%,-26%,-1,-1%,-3%,9
COc1ccccc1CNC(=O)C1CC2Cn3c(nc4cc5ccccc5cc43)C2N1C (stereo not drawn),9%,-6,-3,0%,1%,-9%,-1,-9%,6%,18
CCC(=O)N=c1n(C)c2ccccc2n1CCOc1ccccc1,8%,-8,3,1%[46.1 µM],5%,10%,27,.,2%,1
O=C(c1ccccc1F)N1C(=O)c2cccc3cccc1c23,7%,-12,11,-3%,-5%,27%,10,5%,-3%,1
CCCCOc1cccc(NC(=O)CSc2nccn2C)c1,-1%,-4,-13,1%,0%,18%,2,-2%,9%,8
CN(C)CCCN1C(=O)C(=O)/C(=C(/O)c2ccncc2)C1c1cccnc1 (stereo not drawn),2%,-13,1,-13%,?,1%,-6,-1%,-6%,3
COc1ccc(-c2sc3ccc(OC)cc3c2C#Cc2cncn2C)cc1,28µM*,0,.,14%,-2%,5.8µM*,-4,.,11%,4
Cc1ccc(CCNC(=O)C2CCC(=O)N2Cc2cccnc2)cc1 (stereo not drawn),-3%,5,0,4%,1%,6%,11,-1%,-21%,5
O=C(CCNC(=O)c1ccc(Cl)cc1)Nc1ccc(Cl)cc1F,6%,11,7,-3%[46.1 µM],-1%,0%,-5,-3%,-2%,1
COc1ccc(NC(=S)NN(C)C(=S)Nc2ccc(OC)cc2)cc1,-1%,4,-1,1%[46.1 µM],1%,?,-1,-1%,-1%,1
COc1cccc(CN(C)C(=O)CCN=C2NS(=O)(=O)c3ccccc32)c1OC,7%,-18,-1,-5%,0%,-1%,4,0%,-7%,-7
O=C(Nc1ccncc1Cl)c1ccncc1,13%,-20,2,-5%,0%,2%,12,1%,1%,0
O=C(NC1CCCC1)C(=O)N(c1ccccc1F)C(C(=O)NCC1CCCO1)c1cccs1 (stereo not drawn),-1%,5,?,7%,-3%,0%,25,-8%,-7%,-6
O=c1[nH]c(=S)[nH]c2[nH]c(=S)[nH]c12,-5%&-2%,.,0&1,.,-1%&3%,-5%,6&-5,-4%&4%,3%&-4%,.
CC1CCCN(C(=O)CNC(=O)c2cccs2)C1 (stereo not drawn),-8%,-2,-2,-6%,3%,?,3,-2%,20%,6
O=C(NNC(=O)C1CCN(S(=O)(=O)c2ccc(Cl)cc2)CC1)c1ccc(Cl)cc1,3%,7,.,0%,4%,1%,10,3%,6%,-11
COc1cc(OC)cc(C(=O)N[C@H](C(=O)OCC(=O)Nc2ccc(C(C)C)cc2)C(C)C)c1,-3%,2,0,2%[46.1 µM],-6%,1%,-1,11%,-9%,19
COc1ccc(CCC(=O)NCCCNC(=O)CCc2ccc(OC)cc2)cc1,6%,0,-1,0%[46.1 µM],4%,-5%,-1,-2%,3%,1
O=C(CCC1CCCC1)N1CCN(S(=O)(=O)c2ccc(Br)cc2)CC1,4%,13,7,0%,0%,3%,-3,10%,-16%,-21
COc1cccc(C(=O)OC(C)CN2CCCC2)c1 (stereo not drawn),0%,14,-1,7%,-2%,-8%,-10,4%,-7%,4
COc1ccc(-c2nc(CN3CCCCC3CCc3ccccn3)c(C)o2)cc1 (stereo not drawn),-4%,33,0,-3%,1%,0%,6,1%,-7%,-32
Cc1c(NC(=O)C(C)c2ccc(CC(C)C)cc2)c(=O)n(-c2ccccc2)n1C (stereo not drawn),-5%,1,-1,.,3%,-3%,-2,4%,-16%,9
S=C1NC2(CCS1)Oc1ccccc1C1CC(c3ccccc3)=NN12 (stereo not drawn),3%,.,5,.,1%,?,-3,16%,-15%,.
CC(=O)Nc1ccc(OCCCNC(=O)c2c(-c3ccccc3)noc2C)cc1,2%,-5,2,1%,-2%,?,1,-1%,-9%,-10
CCCN1CCN(C(=O)CN2C(=O)COc3ccc(S(=O)(=O)N(CC)CC)cc32)CC1,-7%,-1,0,-8%,1%,22%,-3,7%,-2%,-1
Brc1ccccc1-c1csnn1,5%,0,-2,-3%[46.1 µM],4%,0%,-4,-3%,14%,11
CC(CN1CCCCC1)OC(=O)c1ccc(Cl)cc1Cl (stereo not drawn),-1%,-12,2,-4%,5%,-12%,3,7%,-2%,-3
CCn1c(-c2nn(-c3ccccc3)ccc2=O)n[nH]c1=S,.,+,-2,-4%,1%,14%,1,-1%,2%,-10
O=C1C2C3c4ccccc4C(c4ccccc43)C2C(=O)N1c1nc(-c2ccccc2)cs1 (stereo not drawn),1%,10,0,0%,0%,-2%,-5,8%,7%,4
Cc1nn(C)cc1CNC(=O)c1cccc(Br)c1,1%,-2,6,-3%[46.1 µM],2%,-8%,3,-1%,0%,12
NC(=O)[C@@H]1CCCNc2c(I)cc([N+](=O)[O-])cc2C(=O)N[C@@H](CO)C(=O)N[C@@H](Cc2ccc(O)cc2)C(=O)N1,-2%,-5,-3,-5%,-1%,2%,9,-2%,-11%,18
COC(=O)C1=C(C(=O)OC)[C@@H]2N(C)c3ccccc3[C@@]23C[C@@H](C(=O)OC)N(C(=O)c2cc(C)oc2C)C3=N1,-16%,2,30,1%,-8%,-14%,-4,?,9%,-2
CCOC(=O)C1CCN(C(=O)c2c(-c3c(F)cccc3Cl)noc2C)CC1,-6%,2,1,.,-1%,-7%,22,1%,-16%,-2
CCCCCc1c(C)[nH]c2nc3ccccc3n2c1=O,6%,28,1,4%,0%,-4%,1,-51%[inhibitor],8%,-11
O=C(O)CCCNC(=O)c1cncc(O)c1,4%,1,-2,3%,2%,?,10,-1%,-21%,-5

# Single values from the entries so far:
# O=C1C2C3c4ccccc4C(c4ccccc43)C2C(=O)N1c1nc(-c2ccccc2)cs1 (stereo not drawn) in USP2a block = 0%
# Brc1ccccc1-c1csnn1 in A-T KAP1 phos = 5%

# More compounds follow:
SMILES,A-T KAP1 phos,hERG WT inh,TRPV1 agonist,TCR activator,USP2a block,ELG1 DNA repair,TSHR antagonist,Mito fusion act,Eya2 phos inh,KCNH2 3.1 block
Cc1ccc(S(=O)(=O)N2CCOCCOCCOCCOCCOCC2)cc1,0%,6,-8,-1%,1%,-4%,4,4%,4%,2
CCc1nn(CC(=O)NCCCN2CCN(C)CC2)c(=O)c2cc3occc3n12,-6%,-4,0,-3%,4%,0%,5,-1%,4%,3
COc1ccc(Nc2nc(N)nc(C(F)(F)F)n2)c(OC)c1,-7%,-2,-1,8%,0%,?,19,7%,0%,-5
O=C(c1ccccc1)N1CCSc2sccc2C1=O,6%,-2,0,3%,-3%,?,-2,11%,3%,-2
